KCNQ2 block – KCNQ2 channel blockers in CHO-K1 cells – cell-based, FluxOR thallium flux, B-score, primary screen (AID 2156) | B-score at 10 µM | O88943 | 20 min; active compounds read low | 1.1% of 310,000 active;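 active = fluorescence ratio B-score at most minus 3 library SDs, with starting brightness B-score within 2 library SDs, cut at about -5.5 in these data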
Kir21 block – Kir2.1 (mouse) channel inhibition; B-score at 10 µM; AID 1672; 0.85% of 310,000 active; HEK293-Kir2.1, FluxOR thallium flux fluorescence; active compounds read low;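 active = fluorescence ratio B-score at or below minus 3 SD of library scores, with starting-brightness B-score within 2 SD, cut at about -4.2 in these data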;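 note: channel flux triggered by added potassium and thallium sulfate stimulus; B-score of peak minus minimum fluorescence over baseline after thallium stimulus; more negative B-score means stronger Kir2.1 block with less thallium influx; some compounds called inactive have numbers as strong as hits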
Target sequence (P35561 whole entry, looked up): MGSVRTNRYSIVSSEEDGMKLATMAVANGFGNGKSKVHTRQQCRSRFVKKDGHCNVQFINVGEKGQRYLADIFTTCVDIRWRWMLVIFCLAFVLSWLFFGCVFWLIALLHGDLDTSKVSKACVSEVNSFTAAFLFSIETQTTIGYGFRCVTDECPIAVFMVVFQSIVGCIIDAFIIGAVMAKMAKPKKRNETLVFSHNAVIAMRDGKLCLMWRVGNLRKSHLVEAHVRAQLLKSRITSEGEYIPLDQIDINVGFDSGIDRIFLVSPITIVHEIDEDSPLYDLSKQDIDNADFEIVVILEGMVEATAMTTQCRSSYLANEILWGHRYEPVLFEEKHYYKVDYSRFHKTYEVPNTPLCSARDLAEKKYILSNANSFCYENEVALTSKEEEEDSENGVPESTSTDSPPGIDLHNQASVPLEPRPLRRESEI
Starred values were filed as active, the others as inactive; i = inactive.

no. | SMILES | KCNQ2 block | Kir21 block
1 | O=C(CCCCCN1C(=O)C2C3C=CC(C3)C2C1=O)Nc1nccs1 (stereo not drawn) | i | -0.34
2 | Cc1ccc(Sc2ncccc2C(=O)O)cc1C | i | 1.32
3 | COc1ccc2[nH]c3nc(SC(C)C)nnc3c2c1 | i | -1.77
4 | CCCCCNC(=O)C1CC(=O)OC12CCCCC2 (stereo not drawn) | i | -0.12
5 | CCOP(=O)(c1ccc(N(C)C)cc1)C(O)c1cccnc1 (stereo not drawn) | i | -0.31
6 | Cc1cc(C)c(NC(=O)CN2C(=O)NC(CCc3ccccc3)C2=O)c(C)c1 (stereo not drawn) | i | -0.44
7 | CN(C)c1ccc(CNc2ccc3c(c2)ncn3C(C)(C)C)cc1 | i | -0.72
8 | O=C(Nc1ncccc1Cl)C(Sc1ccccc1)c1ccccc1 (stereo not drawn) | i | 1.48
9 | O=C(Nc1nnc(C2CC2)s1)c1ccccn1 | i | 0.57
10 | Cc1cccc(NC(=O)C2CCCN2C(=O)NC2CCCCC2)c1 (stereo not drawn) | i | 0.47
11 | CC1(C)CCCN(C(=O)c2coc(=O)c(Br)c2)C1 | i | 0.87
12 | C=C(C)Cn1cnc2cc(C)c(C)cc21 | i | -1.35
13 | CC(=O)Nc1c(C(=O)O)[nH]c2ccccc12 | i | 0.9
14 | COc1ccc(Cl)cc1C(=O)N/N=C/c1ccc(N2CCOCC2)cc1 | i | 1.9
15 | CC1C(=O)N2CCCc3cc(NS(=O)(=O)c4ccccc4)cc1c32 (stereo not drawn) | i | -0.47
16 | Cc1ccc2[nH]c(=O)c(-c3nc4cc(C)ccn4c3NCc3ccco3)cc2c1 | i | 1.18
17 | CCOC(=O)C(NC(C)=O)C(O)c1ccc([N+](=O)[O-])cc1 (stereo not drawn) | i | 0.55
18 | CC(O)/C=C/c1cccc[n+]1C (stereo not drawn) | i | 0.47
19 | CC(=O)C1CCC2C3CCC4=CC(=O)CC[C@]4(C)[C@@]3(F)C(O)C[C@]12C (stereo partly drawn) | i | -0.21
20 | CCn1c(C)nc2cc(C(=O)NNS(=O)(=O)c3c(C)c(C)cc(C)c3C)ccc21 | i | -2.92
21 | Cc1ccc(Cn2c(SCC(C)C)nc3c2c(=O)n(C)c(=O)n3C)cc1 | i | -0.08
22 | Cc1cc(C)c(S(=O)(=O)N2CCCOC2CNC(=O)C(=O)NCc2ccco2)c(C)c1 (stereo not drawn) | i | -0.83
23 | Cc1cccc(C(=O)N2CCc3c([nH]c4ccccc34)C2CC(C)C)n1 (stereo not drawn) | i | -0.01
24 | O=Cc1cn(CCC(=O)O)nc1-c1cccc(Br)c1 | i | -0.64
25 | Cc1nn(-c2ccccc2)c(Cl)c1/C=N/NC(=O)c1ccc(NS(=O)(=O)c2cccs2)cc1 | i | 0.51
26 | CC(=O)NS(=O)(=O)c1ccc(N=NN2CCOCC2)cc1 | i | 0.32
27 | C=CCNC(=O)COC(=O)c1ccc(Sc2nncn2C)c([N+](=O)[O-])c1 | i | -0.8
28 | Cc1c(C)[n+](=O)c(-c2cccs2)c(C)n1[O-] | i | -0.3
29 | OCCC#Cc1ccc(CN2CCN(Cc3ccsc3)C(CCO)C2)cc1 (stereo not drawn) | i | 0.24
30 | CN(c1ccccc1)S(=O)(=O)c1cccc(Cl)c1Cl | -5.61* | -3.1
31 | CCc1nnc(NC(=O)c2nn(-c3ccccc3)nc2C)s1 | i | 0.21
32 | O=c1c2ccccc2nc(/C=C/c2ccc([N+](=O)[O-])o2)n1CCCO | i | 1.08
33 | C=CCn1c(CSc2ccccc2[N+](=O)[O-])n[nH]c1=S | i | 0.59
34 | CCCc1cc(=O)oc2cc(OCC(=O)OC)cc(OCC(=O)OC)c12 | i | 0.32
35 | O=C(OCc1nc2ccc(Cl)cc2n1CCO)c1ccccc1 | i | 0.36
36 | COC(=O)c1ccc(OC(=O)c2ccncc2)cc1O | i | -1.46
37 | Clc1ccc2c(c1)Nc1ccccc1CC2 | i | 0.51
38 | COC(CNC(=O)C(C)n1nc(C)c2ccccc21)OC (stereo not drawn) | i | 0.55
39 | COc1ccccc1NC(=S)N1CCC(NC(=O)C23CC4CC(CC(C4)C2)C3)CC1 | i | 0.15
40 | S=c1[nH]nc(-c2cccnc2)n1/N=C/C(Cl)=C\c1ccccc1 | i | 1.53
41 | CCOC(=O)c1c(NC(=O)CSC(=S)N2CCOCC2)sc(C)c1C | i | -0.95
42 | CN(c1ccccc1C(=O)N1CCc2ccccc2C1)S(C)(=O)=O | i | 0.28
43 | CCOC(=O)/C=c1\s/c(=C\c2ccc(-c3ccccc3)cc2)c(=O)n1CC(=O)NCc1ccc2c(c1)OCO2 | i | -0.38
44 | CCOC(=O)c1sc2ncnc(Nc3cccc(C(=O)O)c3)c2c1C | i | 2.28
45 | O=C(NNC(=O)C12CC3CC(CC(C3)C1)C2)c1ccccc1F | i | 0.91
46 | Cc1cccc(Nc2ccccc2C(=O)OCC(=O)N2CCOCC2)c1C | i | 0.24
47 | c1ccc(CN2CCC(Nc3nc(-c4ccccc4)nc4ccccc34)CC2)cc1 | i | -0.31
48 | CC(C)c1ccc(NC(=O)C2CCN(S(=O)(=O)c3ccc4c(c3)C(C)(C)C(=O)N4C)CC2)cc1 | i | -1.66
49 | Cc1csc(Sc2ccc(C(=O)OCC(=O)Nc3ccc(OC(F)(F)F)cc3)cc2[N+](=O)[O-])n1 | i | 0.89
50 | O=C(CC1C(=O)OCC2CCCCN21)Nc1ccccc1C(F)(F)F (stereo not drawn) | i | -0.92
51 | Cc1sc(NC(=S)NC(=O)C2CCCCC2)c(C(N)=O)c1C | i | -1.52
52 | CCCC(C)NC(=O)C1CCN(S(=O)(=O)c2ccccc2)CC1 (stereo not drawn) | i | -0.46
53 | COc1cccc(/C=N/NC(=O)c2ccc3nc[nH]c3c2)c1O | i | 1.3
54 | O=C(Nc1ccccc1)Nc1c(F)cccc1F | i | -1.28
55 | O=C1C(=O)N(c2ccccn2)C(c2ccc(Br)cc2)/C1=C(/O)c1ccc(Br)cc1 (stereo not drawn) | i | 0.66
56 | NS(=O)(=O)c1cccc(NC(=O)CSc2nc3nc(-c4cccs4)cc(C(F)(F)F)c3c(=O)[nH]2)c1 | i | -1.16
57 | COC(=O)COc1ccc2c(=O)c(Oc3ccccc3Br)coc2c1 | i | -0.44
58 | CN1CCCC(OC(=O)c2cccc(Cl)c2)C1 (stereo not drawn) | i | 0.49
59 | O=C(Nc1cccc(OCC(=O)N2CCOCC2)c1)C1CCCCC1 | i | -0.76
60 | CN(C(=O)CSc1nc2c(cnn2-c2ccccc2)c(=O)[nH]1)C1CCS(=O)(=O)C1 (stereo not drawn) | i | 0.07

Pulled by compound from the list above (two):
no. | SMILES | KCNQ2 block | Kir21 block
60 | CN(C(=O)CSc1nc2c(cnn2-c2ccccc2)c(=O)[nH]1)C1CCS(=O)(=O)C1 (stereo not drawn) | i | 0.07
49 | Cc1csc(Sc2ccc(C(=O)OCC(=O)Nc3ccc(OC(F)(F)F)cc3)cc2[N+](=O)[O-])n1 | i | 0.89

(next part)
no. | SMILES | KCNQ2 block | Kir21 block
61 | Cc1ccc(S(=O)(=O)N(Cc2ccccc2)C(C)C)cc1 | i | -0.07
62 | O=C(CN1C(=O)NC(Cc2c[nH]c3ccccc23)C1=O)NCCc1ccc(F)cc1 (stereo not drawn) | i | -0.12
63 | C=CCN(c1ccccc1)S(=O)(=O)c1ccc2[nH]cc(C(=O)NCCOC)c(=O)c2c1 | i | 0.16
64 | COc1ccc(S(=O)(=O)NCCSCc2ccccc2C)cc1Br | i | -1.34
65 | CSCC[C@H](NC(=O)OC(C)(C)C)c1nnc(SCC=C(C)C)o1 | i | -0.13
66 | COc1ccccc1-n1c(C)cc(/C=C2/C(=N)N3C(=NC2=O)SN=C3S(C)(=O)=O)c1C | i | 0.76
67 | COc1ccccc1OCC(=O)NNC(=O)c1cnccn1 | i | -0.01
68 | Cc1cnccc1CNC(=O)C1CCC(=O)N(Cc2ccc(Cl)cc2)C1 (stereo not drawn) | i | 0.58
69 | COc1ccc(/C(C)=N\NC(=O)CSc2nnc(C)s2)cc1 | i | -1.07
70 | COC(=O)c1ccc(N2CCCCC2)c(N)c1 | i | -1.25
71 | COC(=O)c1ccc(N=NN2CCOCC2)cc1 | i | -1.72
72 | CCOC(=O)NC(=O)c1cn(C(CC)CO)c(=O)[nH]c1=O (stereo not drawn) | i | -0.62
73 | COc1cc(CN(C(=O)c2ccco2)C2CCS(=O)(=O)C2)cc(OC)c1OC (stereo not drawn) | i | 0.48
74 | COc1ccc2c(c1)c1ncn(Cc3ccccn3)c(=O)c1n2C | i | 0.28
75 | O=C(Nc1cccc(-c2cccc(F)c2)c1)C1CCN(Cc2ccc(CO)o2)CC1 | i | -3.47
76 | COc1ccc(OC)c(-n2c(-c3cc(-c4ccco4)[nH]n3)n[nH]c2=S)c1 | i | 0.74
77 | c1nnc2c3c4c(sc3ncn12)CCCC4 | i | 0.98
78 | CC(O)CN1C(=O)C(CC(=O)Nc2ccc(Cl)cc2)SC1=Nc1ccccc1 (stereo not drawn) | i | -1.02
79 | CC(=O)NCCC(=O)Nc1cc(S(=O)(=O)N2CCOCC2)ccc1Oc1ccc(F)cc1 | i | 0.24
80 | CCOCCCNC(=O)c1ccc(CS(=O)(=O)Cc2ccccc2F)o1 | i | -0.03
81 | COc1cc2c(cc1OC)C(c1cccs1)N(C(=O)c1cccc(S(=O)(=O)N(C)C)c1)CC2 (stereo not drawn) | i | -1.71
82 | Cc1cc(Nc2ccc(F)cc2)nc(N)n1 | i | 1.64
83 | CCN(CC)S(=O)(=O)c1ccc(OC(C)C)c(NC(=O)c2c3c(nc4ccccc24)CCN(Cc2ccccc2)C3)c1 | i | 0.83
84 | O=C(NCc1ccccc1)c1ccccc1OCC(=O)N1CCCCC1 | i | 0.15
85 | CC(C)Cn1c(N)c(C(=O)COC(=O)c2ccc(O)cc2O)c(=O)n(C)c1=O | i | -1.5
86 | COc1ccc(NC(=O)/C(=C/c2ccc3c(c2)OCO3)NC(C)=O)cc1 | i | 0.01
87 | O=C(C[n+]1ccccc1)Nc1ccccc1C(=O)O | i | -0.33
88 | COc1ccc2cc(-c3cc(C(=O)OCC(=O)Nc4c(C)n(C)n(-c5ccccc5)c4=O)c4ccccc4n3)ccc2c1 | i | 0.5
89 | CC(C)(C)NC(=O)c1cccc(NC(=O)c2cccc(O)c2)c1 | i | 0.98
90 | COc1ccc(CN2CC(C(=O)NCCc3ccc(Cl)cc3)CC2=O)cc1 (stereo not drawn) | i | -2.92
91 | COc1ccc(NC(=O)c2ccc(N3CCOCC3)nc2)cc1 | i | -1.58
92 | CCCc1c(C)[nH]c2nc3ccccc3n2c1=O | i | -0.58
93 | CCOCCn1c(CN2CCN(CCO)CC2)nc2c1c(=O)n(C)c(=O)n2C | i | -0.43
94 | C/C(=N\NC(=O)COc1ccccc1-c1ccccc1)c1ccc(O)cc1O | i | 0.52
95 | CC(C)c1nc(Cl)c(C#N)c2c1COC(C)(C)C2 | i | 0.77
96 | O=C(CSc1ncn[nH]1)NC1CCCc2ccccc21 (stereo not drawn) | i | 0.81
97 | Cc1cccc(N(CC(=O)NC2CCCCC2)C(=O)Cn2nnc(-c3ccc(C)o3)n2)c1 | i | 1.35
98 | CC(=O)c1c(C)n(CCO)c2ccc(O)cc12 | i | -0.06
99 | CCOc1cc2[nH]c(=S)n(Cc3ccc(C(=O)NCCCN4CCOCC4)cc3)c(=O)c2cc1OCC | i | 0.25
100 | O=C(NNC(=O)c1ccncc1)Nc1cccc(C(F)(F)F)c1 | i | 1.41
101 | O=C(Cn1cncn1)NCc1cccc2ccccc12 | i | -0.22
102 | CC(=O)c1cc2c(cc1NC(=O)CCC1CCCC1)OCO2 | i | 0.09
103 | COc1cc(/C=N/NC(=O)c2ccncc2)ccc1OCC(=O)Nc1ccccc1 | i | 1.55
104 | Cc1nn(CC(=O)Nc2ccc(Br)cc2F)c(=O)c2cccn12 | i | 0.87
105 | O=C(c1ccc(F)cc1)N1CCC(c2ccccc2)C1 (stereo not drawn) | i | -0.41
106 | CCOc1ccc(OCc2ccc(C(=O)NC(C)(C)C)o2)cc1 | i | -0.6
107 | O=C1CNC(=O)N1c1ccc(Cl)cc1 | i | 0.13
108 | Cn1c(=O)n(CCOc2ccc(Cl)cc2Cl)c2ccccc21 | i | -0.59
109 | COc1ccc(-n2c(CNC(=O)COc3ccccc3)n[nH]c2=S)cc1 | i | 0.09
110 | O/N=C1/CCCSc2ccccc21 | i | -2.99
111 | COc1ccc(C(C)=O)c(OC(=O)c2ccc(OC)c(OC)c2)c1 | i | 1.44
112 | O=C(c1ccccc1Cl)N1CCCC(c2nc3c(nnn3Cc3ccccc3)c(=O)[nH]2)C1 (stereo not drawn) | i | -0.77
113 | O=C(O)CCCC(=O)Nc1cc([N+](=O)[O-])ccc1O | i | 0.48
114 | O=C(O)CC1SC(=O)N(Cc2ccccc2)C1=O (stereo not drawn) | i | -0.3
115 | NC(=O)c1c(NC(=O)C2CCCO2)sc2c1CCCC2 (stereo not drawn) | i | 2.28
116 | S=C1NC2(CCCCCC2)N=C1c1ccccc1 | i | -0.07
117 | CC(Sc1cccc[n+]1[O-])C(=O)Nc1cccc(S(=O)(=O)N2CCOCC2)c1 (stereo not drawn) | i | -0.45
118 | Clc1ccccc1CN1CCC(Cc2ccccc2)CC1 | i | -2.11
119 | CC1=C2C(CCS2(=O)=O)CC2(C1)C(=O)OC(C)(C)OC2=O (stereo not drawn) | i | 1.27
120 | CC(=O)Nc1sc2c(c1C#N)CC(C)(C)NC2(C)C | i | -1.03
121 | Fc1ccc(-c2ccc(NCCN3CCOCC3)nn2)cc1 | i | 0.19
122 | O=Cc1cccn1-c1ncc(Br)cn1 | i | 0.81

Compounds shown so far with a tert-butyl group:
no. | SMILES | KCNQ2 block | Kir21 block
7 | CN(C)c1ccc(CNc2ccc3c(c2)ncn3C(C)(C)C)cc1 | i | -0.72
65 | CSCC[C@H](NC(=O)OC(C)(C)C)c1nnc(SCC=C(C)C)o1 | i | -0.13
89 | CC(C)(C)NC(=O)c1cccc(NC(=O)c2cccc(O)c2)c1 | i | 0.98
106 | CCOc1ccc(OCc2ccc(C(=O)NC(C)(C)C)o2)cc1 | i | -0.6
